14-3-3g Raf – modulators of human 14-3-3 gamma - Raf peptide interaction | P61981 | FP, 14-3-3gamma / TMR-pS259-Raf peptide binding | inhibition, % at 40 µM | hit rate 0.19% among 160,000; in the data active means inhibition above about 30%;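 further: 0% = protein plus tracer without compound and 100% = blank with tracer alone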
Target sequence (P61981 whole entry, looked up): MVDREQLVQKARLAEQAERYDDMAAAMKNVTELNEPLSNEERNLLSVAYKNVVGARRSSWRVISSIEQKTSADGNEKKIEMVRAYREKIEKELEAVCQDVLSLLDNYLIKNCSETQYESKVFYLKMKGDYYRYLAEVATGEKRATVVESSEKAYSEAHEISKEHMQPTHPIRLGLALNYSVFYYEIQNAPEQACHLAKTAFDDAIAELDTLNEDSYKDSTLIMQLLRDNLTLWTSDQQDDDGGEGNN
The depositor's hits bear a star; & = joins results of further samples.

The first 2 entries, to show the layout:
no.	Compound	14-3-3g Raf
1	CCC(=O)N1c2ccccc2NC2=C(C(=O)CCC2)C1c1ccccc1OC (centres undefined)	-2
2	Cc1cc2c(cc1C)N(CC(=O)N1CCCC1)C(=O)CC(c1ccccc1)=N2	-3

Results, repeating the preview:
no.	Compound	14-3-3g Raf
1	CCC(=O)N1c2ccccc2NC2=C(C(=O)CCC2)C1c1ccccc1OC (centres undefined)	-2
2	Cc1cc2c(cc1C)N(CC(=O)N1CCCC1)C(=O)CC(c1ccccc1)=N2	-3
3	O=C(CN1CCC(O)(c2ccc(F)cc2)CC1)NCc1ccc(F)cc1	-3
4	CN(C)CCNC(=O)C1CCC(=O)N1Cc1ccc(F)cc1 (centres undefined)	3
5	COCCCNC(=O)c1ccc2c(c1)N(Cc1cccc(C)c1)C(=O)c1ccccc1S2	-4
6	Cc1cc(Cn2ccnc2)c(C)cc1Cn1ccnc1	-4
7	COc1ccc(NS(=O)(=O)c2ccc3nc(-c4ccccc4)[nH]c3c2)c(OC)c1	-2
8	COc1ccc(-c2c(C#N)c(N)nc3c2CCCC3)cc1OC	2
9	O=C(C1CCCN(S(=O)(=O)c2cnc[nH]2)C1)N(CCc1ccccc1)Cc1ccccc1 (centres undefined)	2
10	O=C(CCCC(=O)OCC(F)(F)C(F)F)Nc1nccs1	-3
11	COc1cccc(C(=O)COc2ccc(N3C(=O)C4CC=CCC4C3=O)cc2)c1 (centres undefined)	-13
12	c1ccc(-n2ncc3c(Nc4cccc5c4CCCC5)ncnc32)cc1	-2
13	O=C1C2CC=C(Cl)CC2C(=O)N1CN(Cc1ccco1)CN1C(=O)C2CC=C(Cl)CC2C1=O (centres undefined)	5
14	CC(C)CC(NC(=O)OC(C)(C)C)C(=O)NC(C(=O)N1CCCC1C(N)=O)C(C)C (centres undefined)	8
15	COC(=O)CSc1ncnc2c1oc1ccccc12	3
16	Cc1onc(-c2ccccc2Cl)c1C(=O)OCC(=O)N1CCCc2ccccc21	-11
17	Cn1c(=O)n(CCc2ccccc2)c(=O)c2c1nc1n2CCCN1c1ccc(F)cc1	0
18	COc1ccc(C(=O)NCc2nnc(SCC(=O)Nc3cccc(C(F)(F)F)c3)o2)cc1OC	-8
19	O=c1oc(-c2ccccc2NS(=O)(=O)c2ccc3ccccc3c2)nc2ccccc12	-80
20	CCCOC(=O)C1=C(C)NC2=C(C(=O)CC(c3ccccc3OC)C2)C1c1cc(OC)ccc1OC (centres undefined)	-1
21	O=C(O)c1cc2c3c(c1)C1C=CCC1C(c1ccc(Br)cc1)N3CC1CC=CC21 (centres undefined)	-80
22	CC(C)N(O)C(=O)NC(C)(C)C	6
23	COc1ccc2cc(C(=O)Nc3ccccc3F)c(=O)oc2c1	-5
24	CN(C)CCNC(=O)c1cn(C2CCCCC2)c(=O)c2c1c1ccccc1n2C	9
25	CC1CCN(CCNC(=O)C2CCCN(S(=O)(=O)c3cccc4nonc34)C2)CC1 (centres undefined)	-18
26	CN1CCN(C(c2ccc(F)cc2)c2nnnn2Cc2cccs2)CC1 (centres undefined)	-9
27	Cc1n[nH]c(C)c1S(=O)(=O)N1CCC(C(=O)NCC2COc3ccccc3O2)CC1 (centres undefined)	-5
28	C=CCSc1nc2c(c(=O)n1CC)C1(CCCC1)Cc1ccccc1-2	-6
29	COc1ccc(S(=O)(=O)N(C)c2ccc(C(=O)N3CCOCC3)cc2)cc1	2
30	CS(=O)C1CCCCC1(O)CSc1nc(-c2cccs2)cc(-c2ccccc2)c1C#N (centres undefined)	-12

Nos. 2–8 from above:
no.	Compound	14-3-3g Raf
2	Cc1cc2c(cc1C)N(CC(=O)N1CCCC1)C(=O)CC(c1ccccc1)=N2	-3
3	O=C(CN1CCC(O)(c2ccc(F)cc2)CC1)NCc1ccc(F)cc1	-3
4	CN(C)CCNC(=O)C1CCC(=O)N1Cc1ccc(F)cc1 (centres undefined)	3
5	COCCCNC(=O)c1ccc2c(c1)N(Cc1cccc(C)c1)C(=O)c1ccccc1S2	-4
6	Cc1cc(Cn2ccnc2)c(C)cc1Cn1ccnc1	-4
7	COc1ccc(NS(=O)(=O)c2ccc3nc(-c4ccccc4)[nH]c3c2)c(OC)c1	-2
8	COc1ccc(-c2c(C#N)c(N)nc3c2CCCC3)cc1OC	2

(cont.)
no.	Compound	14-3-3g Raf
31	CC1(C)CC(=O)C2=C(C1)c1c(ccc3ncccc13)NC2c1ccccc1F (centres undefined)	-7
32	CCN1CCN(C(=O)c2cc3c(=O)oc4ccc(C)cc4c3s2)CC1	3
33	O=C1CCCC2=C1C(c1ccc(F)cc1)Nc1ccccc1N2 (centres undefined)	-6
34	O=C(NCc1ccco1)N(c1ccccc1)c1ccccc1	-8
35	C=CCN(CC(=O)NCc1ccc(OC)cc1)C(=O)c1csnn1	-3
36	Clc1cc(Br)ccc1OCCn1ccnc1	-6
37	CCOC(=O)c1c(C)n(C)c2c1cc(OC(=O)c1cccc([N+](=O)[O-])c1)c1ccccc12	-3
38	Oc1[nH]c2ccccc2c1/C=N/c1nccs1	-34
39	Cc1ccc(NC(=O)CSc2nccn2-c2cc(C)cc(C)c2)cc1	0
40	Cn1c(SCc2ccccn2)nnc1-c1ccncc1	-3
41	CC1(C)Cc2nc3oc4c(=S)nc[nH]c4c3cc2CO1	-16
42	CC(=O)N1CCNC1=O	4
43	Cc1cccc(NC(=O)c2ccc(NS(=O)(=O)c3c(C)noc3C)cc2)c1C	3
44	Cc1cccc(NC(=O)Nc2cccc(C)n2)n1	-6
45	O=c1oc2ccccc2cc1-c1nnc(-c2cccnc2)o1	-12
46	CCOC(=O)c1[nH]c2ccccc2c1CN(CC)CC	2
47	Cc1nc2cc(-c3cccc(F)c3)nn2c(N2CCOCC2)c1C	-8
48	CCOc1ccc(OCC)c(S(=O)(=O)NCC23CC4CC(CC(C4)C2)C3)c1	5
49	COc1ccc(NC(=O)c2ccco2)c(OC)c1	-8
50	COc1ccc(OC)c(Nc2nc(-c3c(C)nc4ccccn34)cs2)c1	-7
51	O=c1[nH]c(SCc2ccc([N+](=O)[O-])cc2)nc2c1cnn2-c1ccc(Cl)cc1	14
52	CCc1ccc(NC(=O)COC(=O)C2CC(=O)N(Cc3ccc(C)cc3)C2)cc1 (centres undefined)	-7
53	CCOc1cccc(-c2nnc3sc(COc4ccc(Cl)cc4)nn23)c1	0
54	Nc1nc2[nH]c(=O)cnc2c(=O)[nH]1	3
55	COc1cc2nc3c4ccccc4n(C(C)C)c3nc2cc1OC	-17
56	COc1ccc(NC(=O)CC2Oc3ccccc3NC2=O)cc1 (centres undefined)	-3
57	Cc1nc2ccc(S(=O)(=O)NC(C(=O)N3CCCC3)C(C)C)cc2s1 (centres undefined)	-4
58	CCCOc1ccc(C2NC(=O)NC(C)=C2C(=O)OCC(C)C)cc1 (centres undefined)	-2
59	Cc1ccc(-c2csc(NC(=O)c3ccc(S(=O)(=O)N(C)c4ccccc4)cc3)n2)o1	-3
60	Cc1ccc2nc(NC(=O)c3ccc(Cn4cc(Cl)cn4)o3)sc2c1	-1
61	Cc1ccc(F)cc1NC(=O)Cc1nn(C)c(=O)c2ccccc12	-4
62	COc1ccccc1CNc1ccc2c(c1)ncn2-c1ccc(C)cc1	-3
63	Fc1ccc(-c2nc(=S)c3c(n2Cc2ccccc2)CCCC3)cc1	-12
64	O=C(NC1CC1)c1ccc(Cn2c(SCc3cccc(Cl)c3)nc3ccccc3c2=O)cc1	-6
65	CN(C)S(=O)(=O)c1ccc(Oc2ccccc2)cc1	-5
66	CCN(CC)S(=O)(=O)N1CCCC(C(=O)NCCC(C)C)C1 (centres undefined)	-3
67	CCc1ccc(Nc2cc(C(=O)NCCN3CCOCC3)c3ccccc3n2)cc1	-49
68	CCCCc1nc(S(=O)(=O)c2ccc(Cl)cc2)c(N(C)C)o1	-4
69	CCOC(=O)c1c(C)n(C)c2cc(CN(C)C)c(O)c(S(=O)(=O)c3ccccc3)c12	-3
70	COc1ccc(S(=O)(=O)N(CC(=O)N2CCCCCC2)c2ccc(C)cc2)cc1OC	-4
71	COc1ccc(-c2cc(C(F)(F)F)n3ncc(C(=O)NCc4cccnc4)c3n2)cc1	0
72	CC1CCC(N2CC(=O)N(CCc3ccc(Cl)cc3)C(c3ccc(F)cc3)C2=O)CC1 (centres undefined)	-2
73	O=C(CCNS(=O)(=O)c1cccs1)N1CCN(c2ccc(F)cc2)CC1	-10
74	COc1ccc(-n2nc3ccc(NS(C)(=O)=O)cc3n2)cc1Cl	-21
75	COc1ccc(-n2c(=O)c3c4c(sc3n(CC(=O)NCc3ccco3)c2=O)CCC4)c(OC)c1	-4
76	CCOC(=O)c1c(C)c(C(=O)Nc2cc(OC)ccc2OC)c(C)n1CC	-14
77	CCCCn1c(=S)[nH]c2ccsc2c1=O	-11
78	Nc1nnc(-c2ccc3c(c2)OCO3)s1	-12
79	CCCOC(=O)C1=C(C)NC2=C(C(=O)CC(c3ccccc3)C2)C1c1ccccc1Cl (centres undefined)	8
80	CC(C)(C)C(=O)CSc1nc2c(c(-c3cccs3)c1C#N)CCCC2	9
81	O=C(Nc1cccc(-c2nc3ccccc3[nH]2)c1)c1ccc(Cl)cc1	0
82	O=C(Nc1cccc(-c2cn3cccnc3n2)c1)c1ccco1	-1
83	O=C(NCCN1CCOCC1)c1sc2cc(Cl)ccc2c1Cl	-3
84	Cc1cc(NC(=O)NC(=O)c2ccc(C(F)(F)F)cc2)no1	7
85	CC(=O)Nc1ccc(-c2cc(C(=O)O)c3ccccc3n2)cc1	-27
86	O=C(c1cnn2c1NC(c1ccc(F)cc1)CC2C(F)(F)F)N1CCCCC1 (centres undefined)	-1
87	Cc1cccc(CCNC(=O)c2cc3cc4ccc(C)cc4nc3o2)c1	0
88	CCOC(=O)Cn1c(=O)n(C2CCCC2)c(=O)c2ccccc21	-10
89	O=C(Nc1ccc2oc(-c3ccncc3)nc2c1)c1ccc(Cl)c([N+](=O)[O-])c1	-28
90	C=CCSc1nnc2n(C)c(=O)c3c(n12)-c1ccccc1CC31CCCCC1	1

Further structures follow.
no.	Compound	14-3-3g Raf
91	COc1cccc(CCNC2CC(=O)N(c3ccc(NC(C)=O)cc3)C2=O)c1 (centres undefined)	-6
92	COc1ccccc1N1CCN(C(=O)c2ccc(Sc3ccc(F)cc3)c([N+](=O)[O-])c2)CC1	-5
93	CC1=C(C(=O)OC2CCCCC2)C(c2cccc([N+](=O)[O-])c2)C2=C(CC(C)(C)CC2=O)N1 (centres undefined)	-2
94	O=S(=O)(NCCCc1nc2ccccc2[nH]1)c1ccc(Cl)cc1	1
95	Cc1ccc2c(c1)C1CCCC3C1N2CC(=O)N3Cc1ccccc1 (centres undefined)	-4
96	Cc1cc2ccccc2n2c(SCC(=O)NCC3CCCO3)nnc12 (centres undefined)	-1
97	Cc1nn(C)c(C)c1S(=O)(=O)NC1CCCc2ccccc21 (centres undefined)	-1
98	CN(CCc1ccccn1)Cc1ccc(Cl)cc1	-6&5
99	CC1CC(N(C(=O)c2ccc(Cl)cc2)c2ccccc2)c2ccccc2N1C(=O)c1ccco1 (centres undefined)	11
100	CC(=O)OCC1OC(n2ccc(=O)[nH]c2=S)C(OC(C)=O)C1OC(C)=O (centres undefined)	-2
101	COc1cccc2c3c(c(C)nc12)CC(C)S3 (centres undefined)	-6
102	Cc1ccc(CNc2nc3ccccc3n3nnnc23)cc1	-18
103	Cc1ccc(Cl)cc1N1CCN(C(=O)c2ccc3c(c2)NC(=O)CS3)CC1	-9
104	O=c1[nH]c(=O)n(-c2ccccc2)c2c1C(C(F)(F)F)(C(F)(F)F)N=C(c1cccs1)N2	-6
105	Cc1ccc(CSCCC(=O)N2CCN(c3ccc(F)cc3)CC2)cc1	-3
106	Cc1c(O)ccc(C(=O)COc2ccc(F)cc2)c1O	-10
107	CCSc1ccc(C(=O)Nc2cccc(C)n2)cc1[N+](=O)[O-]	-6
108	O=C(Nc1cccnc1)c1cc(-c2ccc(Br)cc2)on1	5
109	COc1ccc(C2C3=C(CC(C)(C)CC3=O)Nc3nc(C(F)(F)F)nn32)cc1OC (centres undefined)	3
110	CCCOc1ccc(/C(O)=C2\C(=O)C(=O)N(c3ccccn3)C2c2ccccc2F)cc1C (centres undefined)	-5
111	CCCOc1ccc(C2C(=O)N(C3CCCCCC3)CC(=O)N2Cc2ccccc2)cc1OC (centres undefined)	1
112	N=c1ccn2c(n1)OC1[C@@H](O)[C@@H](CO)O[C@H]12 (some centres undefined)	-7
113	Cc1ccc(Nc2nc(C(=O)NCCCN3CCOCC3)cs2)cc1	-3
114	Cc1occc1C(=O)Nc1ccc2ccccc2c1	-7
115	COc1ccc2c(c1)c(=O)c1ccccc1n2CC(=O)Nc1ccc(C)c(Cl)c1	-9
116	CCCN(CCC)C(=O)c1c[nH]c2ccc(S(=O)(=O)N(C)c3ccc(Cl)cc3)cc2c1=O	-10
117	COc1cccc(C2CC(c3ccccc3C)n3ncnc3N2)c1 (centres undefined)	-4
118	Cc1cc(C)c(C#N)c(N2CCSCC2)n1	-4&-8
119	Cc1ccccc1CSc1nc2ccccc2c(=O)n1Cc1ccccc1	6
120	CCCN1CCN(C(=O)c2sc3nc(C)nc(N(C)c4ccc(C(C)C)cc4)c3c2C)CC1	-2

Some of these compounds in order of their number in 14-3-3g Raf, falling:
no.	Compound	14-3-3g Raf
114	Cc1occc1C(=O)Nc1ccc2ccccc2c1	-7
106	Cc1c(O)ccc(C(=O)COc2ccc(F)cc2)c1O	-10
102	Cc1ccc(CNc2nc3ccccc3n3nnnc23)cc1	-18

The list continues:
no.	Compound	14-3-3g Raf
121	COc1ccc(CCN2C(=O)c3[nH]nc(-c4ccccc4O)c3C2c2cccc(O)c2)cc1OC (centres undefined)	-12
122	CNC(=O)C1CC(=O)N(Cc2ccccc2)C(=Nc2ccc(OC)cc2)S1 (centres undefined)	1
123	N#CCSc1nnc(-c2cccnc2)n1-c1ccccc1	-3
124	Cc1ccc(C)n1NC(=O)c1ccc(Cl)cc1Cl	-3
125	CCSc1nc(-c2ccc(C)cc2)cc(C(F)(F)F)c1C#N	-6
126	O=C(OC1CCOC1=O)c1cncc(Br)c1 (centres undefined)	-13

Screens from PubChem.

These rows are one share of the data, so the mix of outcomes need not match the whole.
